Screens deposited in PubChem BioAssay by several laboratories.
Hep lipid drop: inhibitors of hepatocyte lipid droplet formation, primary screen, imaging, high-throughput imaging, BODIPY stain; AML12 mouse hepatocytes, oleate lipid droplets; inhibition, % at 6.5 µM; hit rate 0.4% among 240,000; AID 1656, 2009;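 active means lipid droplet intensity inhibited by at least 50%, with more than 500 cells counted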
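material = mouse AML12 hepatocyte cell line, fixed after treatment | also added = 100 µM oleic acid challenge | doses = compound at 6.5 µM only | schedule = overnight exposure | technique = Image-based BODIPY and DAPI two-channel analysis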
MT stabilize HCS: microtubule stabilizers in HeLa cells, primary screen, imaging, high-content imaging. HeLa tubulin immunostaining HCS, 24 h; share of cells brighter than vehicle mean+2SD. hit rate 0.83% among 200,000. % tubulin-high responders, % at 10 µM. AID 2205, 2009;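 active means plate Z-score above 3 for both tubulin-high and condensed-nucleus cell shares, with cell loss under 80%, at 10 µM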;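 further: anti alpha tubulin signal scored within the nucleus-defined area of each cell; some results filed as inactive read as strong as hits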
b-catenin transl: modulators of beta-catenin nuclear translocation, primary screen, imaging, HeLa cells, immunofluorescence, high-content; nuclear translocation activity, % at 5 µM; hit rate 0.3% among 190,000; AID 1665, 2009;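 active means nuclear translocation activity above 50% at 5 µM, with a well cell count of 50 or more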;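 further: per-cell ratio of nuclear to cytoplasmic median beta-catenin stain intensity; plate controls were DMSO negative control for no effect and GSK-3 inhibitor IX positive control for full effect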
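Signal – beta-catenin immunofluorescence imaging with DAPI · Test system – human HeLa cell line · Dosing – 5 µM primary single dose, 0.1% DMSO, 0.02–20 µM confirmation series · Measure – % activation, nuclear-to-cytoplasmic median beta-catenin signal ratio per cell · Incubation – 24 h compound exposure at 37°C, 5% CO2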
Autophagy mod: autophagy modulators in MEF cells, primary screen, imaging, high-content, MEF GFP-LC3; MEF GFP-LC3 puncta imaging; test concentration mostly 10 µM; calls only at 10 µM (by protocol); hit rate 0.98% among 190,000; AID 463193, 2010;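 active means percentage of spot-positive cells more than 3 SD above its plate mean, without a fluorescence outlier flag or 80% toxicity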;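 further: spot-positive cell cutoff set from DMSO-treated cells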
T cell HTS: modulators of CD8 T cell-vesicle binding, primary screen, mouse 2C CD8+ T cells, flow cytometry | 2C CD8+ T cell-vesicle binding; stronger effect = lower value | calls only at 7 µM | hit rate 0.068% among 330,000 | AID 2052, 2009;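 active means response, share of CD8 T cells binding vesicles, and their 90th percentile fluorescence all below set limits, cut at about 80% in these data, passing the limit was not always enough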
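System: murine 2C transgenic CD8+ T lymphocytes; also added: QL9-loaded Drosophila micro-vesicles; times: binding 1.5 h at 37 °C; measured by: flow cytometry, PE anti-B7-1 (FL2) versus Alexa647 anti-CD8 (FL8), PFA-fixed; control set: Peptide-free naked vesicles (low) and QL9 vesicles with 0.7% DMSO vehicle (high)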
CSM14.1 death rescue: rescue of cells from ER stress-induced death, primary screen, 384-well, CSM14.1, thapsigargin, ATP luminescence (AID 1222); CSM14.1 thapsigargin-induced death rescue, ATP luminescence; higher % means a stronger effect; cellular ATP content (survival), % at 20 µM; hits with a dose series show EC50 in µM; 190,000 tested, under 10 active;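 active means EC50 below 50 µM in the dose-response confirmation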;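 further: death triggered by thapsigargin at about 15 µM added after 2 h compound pretreatment; cell ATP read after overnight thapsigargin exposure of roughly 18 to 22 hours; normalized against plate controls of thapsigargin alone and 5% DMSO vehicle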
Dynein transport: inhibitors of GR-EGFP nuclear translocation, primary screen, dynein cargo transport inhibitor project, imaging, high-content, 3617.4 mouse cells | z-score, hits read low | hit rate 0.47% among 220,000 | test concentration mostly 20 µM; stimulated with dexamethasone, 1 µM; stronger effect = lower value;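 active means plate z-score of nuclear minus cytoplasmic receptor signal below a set negative limit, without overly bright fluorescence or cell loss, cut at about -3.5 in these data, passing the limit was not always enough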;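 further: z-score of nuclear minus cytoplasmic ring GR-EGFP intensity difference per well; some compounds called inactive have numbers as strong as hits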
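Also added – dexamethasone, 1.0 µM final · Buffer or medium – tet-free, stripped-serum medium · Schedule – induction 48 h, compound 1 h, agonist 30 min · Detection – formaldehyde fixation, Hoechst nuclear stain, 10x automated fluorescence imaging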
Insulin prom up: insulin promoter activators in MIN6 cells, imaging, high-content screening, mouse beta cells; MIN6 insulin promoter-GFP reporter; stronger effect = higher value; z-score at 5 µM; hit rate 0.3% among 190,000; AID 1625, 2009;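 active means z-score above 3 at 5 µM with at least 500 cells counted in the well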
PhoP inhibition: inhibitors of PhoP regulon expression, primary screen, Salmonella Typhimurium, GFP reporter (AID 1863); S. Typhimurium PhoP-regulated promoter GFP reporter, 4 h; higher % means a stronger effect; inhibition, % at 50 µM, or IC50 in µM where a hit was titrated; hit rate 0.16% among 300,000;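 active means inhibition over 29.93%, a cutoff 3 SD above the screen mean, later confirmed by dose response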;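 further: 0% = low Mg2+ inducing control and 100% = high Mg2+ repressing control; strong numbers were not always called active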
Dynein transport cytoplasmic EGFP: also measured in Dynein transport; calls as there; z-score; measured here: cytoplasmic GR-EGFP intensity; stronger effect = higher value
Dynein transport nuclear GR-EGFP: second read-out of Dynein transport, no call of its own (marks repeat the call); z-score; measured here: nuclear GR-EGFP intensity;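 lower value marks the stronger effect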
Dynein transport cell count: further read-out of Dynein transport, marked with its call; z-score; measured here: cell count per field
Insulin prom up cell count: recorded beside Insulin prom up, whose call it bears; cell count; measured here: cytotoxicity, nuclei count;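 total cells summed across four imaged fields per well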
Hep lipid drop cells 6.5 µM: second read-out of Hep lipid drop, no call of its own (marks repeat the call); cell count; measured here: cell count, cytotoxicity flag;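 cells counted across two imaged fields per well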
b-catenin transl cell count 5 µM: recorded beside b-catenin transl, whose call it bears; cell count; measured here: cell count, cytotoxicity flag
T cell HTS vesicle-bound %: also measured in T cell HTS; calls as there; double positive events, %; measured here: CD8+ vesicle-bound cell fraction;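 binding gate set so that unloaded-vesicle control wells show 10% double positive cells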
MT stabilize HCS Hoechst-high %: further read-out of MT stabilize HCS, marked with its call; % Hoechst-high responders; measured here: nuclear condensation Hoechst responders;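 share of cells brighter than vehicle mean plus two SD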
MT stabilize HCS cytotoxicity %: second read-out of MT stabilize HCS, no call of its own (marks repeat the call); toxicity, %; measured here: cytotoxicity by cell density;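 0% = mean cell density of plate MIN control wells and 100% = no cells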
Autophagy mod cell loss 18 h: further read-out of Autophagy mod, marked with its call; toxicity, %; measured here: cell loss, nuclei count;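 cell loss after 18 h compound exposure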
* = called active by the depositor; i = inactive; / = no result given. Rows are unselected; 3% or so of the library scored in one or more.

SMILES | Hep lipid drop | Hep lipid drop cells 6.5 µM | MT stabilize HCS | MT stabilize HCS Hoechst-high % | MT stabilize HCS cytotoxicity % | b-catenin transl | b-catenin transl cell count 5 µM | Autophagy mod | Autophagy mod cell loss 18 h | T cell HTS | T cell HTS vesicle-bound % | CSM14.1 death rescue | Dynein transport | Dynein transport cytoplasmic EGFP | Dynein transport nuclear GR-EGFP | Dynein transport cell count | Insulin prom up | Insulin prom up cell count | PhoP inhibition
O=C(Nc1ccccc1-c1ccccc1)C1CCCC1 | -10 | 713 | 4.9 | 2.1 | 8.5 | -2.7 | 1158 | i | 6 | i | 32 | 6.1% | 0.29 | -0.27 | 0.62 | -0.15 | -0.24 | 1105 | -9%
CCN(CC)S(=O)(=O)c1ccc(Cl)c(C(=O)Nc2cc(C)nn2-c2ccccc2)c1 | -4 | 648 | 1.2 | 2.7 | 8.0 | -0.6 | 927 | i | 9 | i | 46 | -4.0% | 0.2 | -0.24 | 0.18 | 0.75 | -0.19 | 1278 | 9%
O=C1C2C3C=CC(C3)C2C(=O)N1CCN1CCN(S(=O)(=O)/C=C/c2ccccc2)CC1 (stereo unspecified) | -3 | 597 | 2.8 | 3.5 | 1.8 | 1.2 | 1435 | i | -13 | i | 32 | 0.2% | -0.98 | 0.12 | -0.36 | -0.18 | 0.78 | 1473 | -4%
CC1(C)Oc2nc3ccccc3n2/C1=C\C#N | -2 | 762 | 2.5 | 1.7 | 3.2 | 0.6 | 917 | i | -11 | i | 37 | -1.5% | -0.015 | 0.16 | 0.054 | 0.55 | 0.46 | 1100 | 1%
Cc1ccc(-c2nnc3ccc(SCC(=O)NCc4ccco4)nn23)cc1 | 20 | 654 | 4.7 | 2.2 | 7.2 | -1.5 | 1044 | i | -3 | i | 32 | -1.0% | 0.4 | -0.12 | 0.26 | -0.26 | 0.55 | 1661 | 4%
Cn1c(=O)n(C)c2cc(S(=O)(=O)Nc3cc(Cl)ccc3O)ccc21 | 12 | 819 | 2.0 | 1.0 | 7.6 | 1.2 | 1026 | i | -7 | i | 65 | 1.1% | -0.81 | -0.039 | -0.21 | 1.3 | 0.12 | 1388 | -3%
CCOC(=O)CSc1nc(-c2ccc3c(c2)OCO3)ccc1C#N | / | / | 6.3 | 2.0 | 8.0 | 0.8 | 1427 | i | 5 | i | 33 | -1.7% | -0.4 | 0.1 | 0.41 | -0.96 | -0.63 | 1462 | -3%
CCCOc1ccc(/C(O)=C2/C(=O)C(=O)N(CCN(C)C)C2c2ccc(OC)c(OC)c2)cc1 (stereo unspecified) | -4 | 710 | 3.8 | 3.0 | 6.2 | -4.2 | 1221 | i | -9 | i | 39 | -0.4% | -0.12 | -0.24 | -0.11 | 0.3 | / | / | 4%
COc1nc(NC23CC4CC(CC(C4)C2)C3)nc(OC)n1 | / | / | 4.5 | 1.7 | 6.3 | 1.3 | 951 | i | -1 | i | 13 | -0.8% | 0.19 | -0.25 | 0.49 | -1.2 | -0.68 | 1488 | 2%
Cc1sc2ncn(Cc3ccccc3F)c(=O)c2c1C | -1 | 726 | 2.4 | 2.4 | 0.9 | 2.6 | 911 | i | -6 | i | 66 | 3.7% | 1.2 | 0.061 | 1 | -2.3 | -0.18 | 1561 | -2%
CC(=O)N1CCN(S(=O)(=O)c2cccc(C(=O)OCC(=O)N3CC(=O)Nc4ccccc43)c2)CC1 | -21 | 657 | 2.2 | 2.1 | 1.7 | -2.1 | 1092 | i | 3 | i | 53 | -0.3% | 1.3 | -0.34 | 0.45 | -0.94 | -0.63 | 1220 | 9%
COc1ccc(NC(=O)Nc2ccc(F)cc2F)c(C)c1 | 12 | 768 | 1.2 | 1.0 | 8.4 | / | / | i | -5 | i | 40 | -0.4% | -0.16 | -0.24 | 0.22 | 0.41 | 0.51 | 832 | -2%
COc1ccc(C(=O)NC(=S)Nc2ccc(Cc3ccncc3)cc2)cc1 | -1 | 657 | 1.6 | 1.5 | 5.5 | 0.1 | 1080 | i | 1 | i | 48 | -2.6% | -0.34 | -0.2 | 0.034 | 0.42 | -0.2 | 1552 | 4%
COc1ccccc1CNC(=O)C(C)NS(=O)(=O)c1ccc(Br)cc1 (stereo unspecified) | 2 | 772 | 4.3 | 2.5 | 4.5 | -1.8 | 610 | i | -3 | i | 44 | 7.3% | -0.14 | -0.26 | 0.25 | 0.91 | / | / | 0%
CCN(c1ccccc1)S(=O)(=O)c1ccc(OC)c(NC(=O)CNCCc2ccccc2)c1 | / | / | 2.4 | 2.4 | 5.6 | 0.5 | 1488 | i | 17 | i | 23 | -0.6% | -0.73 | -0.29 | -0.13 | 0.17 | 1 | 1253 | -1%
O=C(CSc1nccn1-c1ccccc1)NCc1ccc2c(c1)OCO2 | -13 | 747 | 2.1 | 1.7 | 7.6 | / | / | i | 4 | i | 24 | -0.8% | 0.28 | 0.11 | 0.44 | -0.049 | 0 | 899 | -5%
N#Cc1c(-c2ccccc2)nc(SCC(=O)N(c2ccccc2)c2ccccc2)[nH]c1=O | -12 | 636 | 3.6 | 2.1 | 1.6 | -2.4 | 1074 | i | -12 | i | 38 | 0.7% | 1.4 | -0.24 | 0.33 | -0.32 | 0.06 | 1579 | 1%
O=S(=O)(Nc1ccc(N2CCCCC2)cc1)c1ccc(F)cc1 | -8 | 664 | / | / | / | -2.4 | 1157 | / | / | i | 25 | / | -0.14 | -0.19 | -0.13 | 0.46 | / | / | -3%
COc1ccccc1N1CN(CCc2ccccc2)CNC1=S | 22 | 631 | / | / | / | -1.8 | 1386 | / | / | i | 30 | / | 0.1 | -0.2 | 0.038 | -0.25 | 1 | 1002 | -13%
COc1ccc(/C=N/NC(=O)c2ccc(CSc3nc(C)cc(C)n3)cc2)c(OC)c1OC | -23 | 494 | 3.3 | 11 | 12 | -2.1 | 527 | i | -18 | i | 38 | -2.2% | -0.053 | -0.29 | -0.37 | 0.43 | 0.52 | 1229 | -6%
Cc1c(C(=O)NCc2ccccn2)oc2ccccc12 | -5 | 740 | 2.9 | 2.0 | 0.0 | 0.5 | 958 | i | -1 | i | 50 | -1.5% | -0.69 | -0.26 | -0.37 | 1.4 | 0.57 | 1282 | 0%
CC(C)(C)N1OC2CC1c1nc3ccccc3n1C2 (stereo unspecified) | 27 | 692 | / | / | / | -1.1 | 1204 | / | / | i | 42 | / | 0.1 | -0.67 | 0.12 | 0.19 | -0.58 | 1004 | 4%
CCN1CCN(c2nc(C)c3c(n2)CCCC3=O)CC1 | / | / | 3.1 | 2.0 | 4.2 | / | / | i | 0 | i | 16 | -1.2% | 1.2 | 0.062 | 0.57 | -1.7 | / | / | -5%
O=C(NCCCN=C1NS(=O)(=O)c2ccccc21)c1ccncc1 | 7 | 776 | 4.3 | 2.2 | 12 | -0.4 | 1191 | i | 11 | i | 26 | -1.0% | -0.48 | -0.25 | -0.28 | 2.4 | -0.36 | 904 | 11%
Cc1cc(C(=O)CN2C(=O)NC(c3ccccc3)(c3ccccc3)C2=O)c(C)n1Cc1ccco1 | / | / | 3.9 | 1.3 | 11 | -0.2 | 1183 | i | -12 | i | 29 | 4.2% | -0.5 | 0.074 | -0.079 | 0.31 | / | / | -1%

Ordered by the number under Dynein transport cytoplasmic EGFP (descending): 3 of the compounds above
SMILES	MT stabilize HCS Hoechst-high %	T cell HTS	T cell HTS vesicle-bound %	Dynein transport	Dynein transport cytoplasmic EGFP	Dynein transport nuclear GR-EGFP	Dynein transport cell count	PhoP inhibition
CCN1CCN(c2nc(C)c3c(n2)CCCC3=O)CC1	2.0	i	16	1.2	0.062	0.57	-1.7	-5%
N#Cc1c(-c2ccccc2)nc(SCC(=O)N(c2ccccc2)c2ccccc2)[nH]c1=O	2.1	i	38	1.4	-0.24	0.33	-0.32	1%
O=C(NCCCN=C1NS(=O)(=O)c2ccccc21)c1ccncc1	2.2	i	26	-0.48	-0.25	-0.28	2.4	11%
